Screening results as filed in PubChem.
NS5 inhibitors: flavivirus cap methylation enzyme inhibition – biochemical, confirmation dose response, primary screen (AID 588689). Dengue-2 NS5 methyltransferase capping enzyme assay, biochemical; higher % means a stronger effect. inhibition, % at 25 µM, or IC50 in µM where a hit was titrated. 340,000 tested, 0.3% active; in the data active = a potency from the dose series; inconclusive = inhibition above about 29% without an active follow-up result
RSV CPE inhibition: RSV antiviral activity via CPE protection, HEp-2 cells, primary 10 µM value included (AID 2391); HEp-2 cells, RSV-induced CPE inhibition; higher % means a stronger effect; one-dose CPE inhibition, % at 10 µM; IC50 in µM for titrated hits; 310,000 tested, 0.13% active; in the data active = a potency from the dose series; inconclusive = CPE inhibition mostly from about 23% at the one dose, without a potency; inactive = the rest, 99 in 100 with CPE inhibition below about 21%; also: strong numbers were not always called active
WT yeast gro inh: growth inhibition of WT yeast, mitochondrial fusion screen; mitochondrial fusion phenotypic screen, WT strain; inhibition, % at 10 µM; 190,000 tested, 2.1% active; AID 1362; in the data active = inhibition above about 58%; tested in S. cerevisiae
NTR1 ag: agonists of NTR1, primary screen, imaging, U2OS cells, beta-arrestin-GFP, high content (AID 493036) | P30989 | NTR1-U2OS beta-arrestin-GFP spot imaging, agonist mode | activation, % at 20 µM | 330,000 tested, 0.17% active;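 active = activation at or above 40% of the spot to cytoplasm intensity ratio, with at least 20 cells analyzed; inconclusive = wells under 20 cells, flagged as cytotoxic or low count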;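 also: 0% = DMSO without peptide and 100% = 100 nM NTR1 peptide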
Target sequence (P30989 whole entry, looked up): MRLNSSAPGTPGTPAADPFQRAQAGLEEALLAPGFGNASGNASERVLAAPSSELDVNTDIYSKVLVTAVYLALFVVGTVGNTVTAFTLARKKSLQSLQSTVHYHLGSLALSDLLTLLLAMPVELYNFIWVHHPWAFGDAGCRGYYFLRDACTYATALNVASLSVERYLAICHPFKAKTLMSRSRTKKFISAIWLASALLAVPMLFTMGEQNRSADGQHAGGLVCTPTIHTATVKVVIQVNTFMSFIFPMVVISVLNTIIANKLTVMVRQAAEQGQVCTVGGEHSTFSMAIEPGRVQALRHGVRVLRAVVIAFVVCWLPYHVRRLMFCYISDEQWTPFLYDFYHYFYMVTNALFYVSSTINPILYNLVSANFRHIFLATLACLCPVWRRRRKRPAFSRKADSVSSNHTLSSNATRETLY
GPR35 antagonists: GPR35 antagonists blocking zaprinast-driven arrestin recruitment, primary screen, imaging, U2OS, beta-arrestin-GFP, zaprinast agonist (AID 2058). 290,000 tested, 0.052% active. inhibition, % at 10 µM; hits with a dose series show IC50 in µM. U2OS GPR35 beta-arrestin-GFP translocation imaging, zaprinast antagonism; higher % means a stronger effect;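 active = inhibition of at least 50% with at least 30 cells and total cytoplasm GFP at most 10,000,000; inconclusive = under 30 cells or total GFP of 10,000,000 plus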
LYP phosphatase: inhibitors of LYP phosphatase, biochemical, fluorescence intensity, uHTS (AID 1779); inhibition, % at 11.5 µM; hits with a dose series show IC50 in µM; recombinant LYP phosphatase, fluorescence intensity; higher % means a stronger effect; 290,000 tested, 0.054% active; in the data active = inhibition above about 50%;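 also: plate controls were vehicle with enzyme for no effect and no enzyme for full effect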
Autophagy HCS: autophagy modulation, high-content screen. MEF GFP-LC3 puncta imaging; test concentration mostly 10 µM. calls only at 10 µM (by protocol). 190,000 tested, 0.98% active;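 active = percentage of spot-positive cells more than 3 SD above its plate mean, without a fluorescence outlier flag or 80% toxicity; inconclusive = no clear call, values can overlap the other calls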;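 also: spot-positive cell cutoff set from DMSO-treated cells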
K1F lysis inhibition: inhibition of K1F phage lysis, E. coli UTI89, bacterial capsule biogenesis inhibitors, alamar blue (AID 488966). E. coli UTI89 K1F phage lysis, alamar blue, 2 h; higher % means a stronger effect. 340,000 tested, 0.02% active. inhibition, % at 100 µM, or IC50 in µM where a hit was titrated;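 active = phage lysis inhibition, versus mean bacterial control, above a set limit; inconclusive = no clear call, values can overlap the other calls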;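 also: capsule biogenesis inhibitors block K1F phage lysis so surviving cells raise fluorescence; higher fluorescence means more inhibition of phage lysis; actives were called in the ten point dose series up to 300 µM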
AID2073: disruptors of CaV2.2 binding to Mint1 – biochemical, HTRF (AID 2073) | HTRF protein-protein interaction, Mint1-CaV2.2; higher % means a stronger effect | inhibition, % at 20 µM, or IC50 in µM where a hit was titrated | 290,000 tested, 0.19% active; in the data active = inhibition mostly above about 51%, no sharp cut-off; inconclusive = no clear call, values can overlap the other calls; inactive = mostly below about 53%; also: some results filed as inactive read as strong as hits
WT yeast gro inh mutant strain: further read-out of WT yeast gro inh, marked with its call; inhibition, %; mitochondrial fusion phenotypic screen, mutant strain inhibition
Autophagy HCS cell loss 18 h: also measured in Autophagy HCS; calls as there; toxicity, %; measured here: cell loss, nuclei count;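 cell loss after 18 h compound exposure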
NTR1 ag cell count 20 µM: recorded beside NTR1 ag, whose call it bears; cell count; measured here: cell count, cytotoxicity flag
NS5 inhibitors pilot replicate: recorded beside NS5 inhibitors, whose call it bears; inhibition, %; measured here: pilot screen replicate inhibition
Active calls of the source: *; i = inactive; u = inconclusive; x = not tested or not shown; [ ] = another dose, or the depositor's remark. Not a hit list, and some 2.6% of all compounds hit somewhere here.

SMILES	NS5 inhibitors	RSV CPE inhibition	WT yeast gro inh	WT yeast gro inh mutant strain	NTR1 ag	NTR1 ag cell count 20 µM	GPR35 antagonists	LYP phosphatase	Autophagy HCS	Autophagy HCS cell loss 18 h	K1F lysis inhibition	AID2073	others
COc1cc(OC)nc(NC(=O)CCl)n1	-6%	-0.8%	-7	-69	-3.9	75	1%	-4%	i	-13	-0.1%	1%	NS5 inhibitors pilot replicate=3.3
CCCC1(CCC)NC(=O)NC1=O	-1%	0.2%	0	6	-1.0	43	-12%	-2%	i	3	0.1%	4%
O=C(c1cccc(N2C(=O)C3C4C=CC(C4)C3C2=O)c1)N1CCN(c2ccccc2)CC1 (centres undefined)	-5%	3.6%	-5	5	-0.2	60	-3%	-5%	i	19	-0.1%	-2%
NC(=O)C1CCCN(CC(=O)N2CCN(c3ccccc3)CC2)C1 (centres undefined)	-3%	1.0%	x	x	-0.6	45	11%	-7%	x	x	0.9%	4%
Cc1ccc(/C=C(\C#N)C(=O)NC(C)C)o1	-2%	1.3%	-12	3	-0.7	71	-3%	0%	i	-1	0.1%	-4%
O=C(Nc1ccc(Cl)cc1F)C1CC1	-2%	0.1%	-17	12	-0.4	53	-6%	1%	i	-3	0.8%	3%
C[C@H](NC(N)=O)C(=O)OCC(=O)NCc1cccs1	-2%	0.1%	-21	-7	-0.7	70	-13%	-10%	i	-18	0.4%	-2%
Cc1ccc(S(=O)(=O)N(C)C)cc1NC(=O)COC(=O)/C=C/c1cnc2ccccc2n1	-6%	0.7%	6	-6	0.0	25	9%	1%	i	-1	-0.2%	18%
CCCCCCOc1ccc(C(CC(=O)O)C(N)=O)cc1 (centres undefined)	-3%	3.6%	-40	-2	0.0	42	0%	-2%	i	-5	1.6%	-2%
CCn1cc(Cl)c(C(=O)N2N=C(c3ccc4ccccc4c3)CC2c2ccccc2O)n1 (centres undefined)	-6%	7.0%	-19	-19	22	51	16%	13%	i	1	0.0%	13%
O=C(N/N=C/c1cccnc1)c1cc(O)c(O)c(O)c1	9%	2.3%	x	x	-1.1	54	-2%	2%	x	x	6.8%	-86%
CCN(C(=O)COC(=O)c1oc2ccccc2c1C)c1c(N)n(Cc2ccccc2)c(=O)[nH]c1=O	-6%	-0.6%	x	x	-1.5	73	x	x	x	x	0.6%[50 µM]	x
COc1cccc2c(=O)n(CC(=O)NCCc3ccccc3)ccc12	-2%	1.8%	x	x	1.7	68	-9%	-8%	x	x	1.2%	15%
O=C1CCc2cc(S(=O)(=O)Nc3ccccc3Cl)ccc2N1	-2%	1.7%	x	x	-1.0	92	x	x	x	x	0.6%[50 µM]	x
Cc1c(Cl)cccc1NC(=O)Nc1c(C)n(C)n(-c2ccccc2)c1=O	-3%	1.4%	x	x	-0.2	65	-3%	-4%	x	x	0.1%[50 µM]	8%
N#C/C(=C\c1cccs1)Sc1nc2ccccc2s1	-2%	5.4%	47	38	4.1	55	-1%	4%	i	-5	-0.4%	-13%
COc1ccc(NC(=O)Cn2cc(C#N)c3ccccc32)cc1	-2%	-0.5%	-17	10	0.6	75	-3%	-6%	i	3	0.3%	9%
CN(CC(=O)Nc1cccc(F)c1)C(=O)c1cc(-c2ccccc2)nc2ccccc12	0%	5.4%	x	x	8.2	69	x	x	x	x	2.6%[50 µM]	x
N#Cc1ccccc1Sc1ccccc1C(=O)OCc1nnc(-c2ccccc2)o1	6%	-0.2%	0	1	5.6	59	-11%	-4%	i	3	8.6%	8%
Clc1c(-c2ccccc2)nnn1-c1ccccc1	-7%	5.1%	2	-13	1.5	68	-4%	0%	i	-10	1.8%	3%
Fc1ccc2[nH]c3c(N4CCc5ccccc5C4)ncnc3c2c1	x	x	x	x	8.8	43	16%	-2%	x	x	x	30%
CCc1cc2c3c(c1)C(C)CC(C)(C)N3C(=O)C2=O (centres undefined)	1%	3.9%	10	4	9.6	42	-10%	-1%	i	27	-0.7%[50 µM]	8%
CCCOC1CCCN(C(=O)CCc2nnc(CCCCc3ccccc3)o2)C1 (centres undefined)	5%	8.7%	9	10	2.3	53	-6%	-6%	i	-1	0.1%	15%
CC(NC(=O)c1ccc(OC2CCN(Cc3ccccn3)CC2)cc1)c1ccccc1 (centres undefined)	-5%	-2.1%	7	12	-1.4	60	1%	-10%	i	17	0.1%	5%
Cc1ccc(CCC(=O)Nc2ccccc2C(=O)O)o1	-6%	1.6%	x	x	-0.2	75	8%	-13%	x	x	0.1%	9%

(cont.)
SMILES	NS5 inhibitors	RSV CPE inhibition	WT yeast gro inh	WT yeast gro inh mutant strain	NTR1 ag	NTR1 ag cell count 20 µM	GPR35 antagonists	LYP phosphatase	Autophagy HCS	Autophagy HCS cell loss 18 h	K1F lysis inhibition	AID2073	others
Cc1cc(=O)n2nc(N3CCCC(C(=O)NCCc4ccc(Cl)cc4)C3)sc2n1 (centres undefined)	-1%	0.4%	x	x	1.0	61	-4%	-10%	x	x	0.2%	5%
CC1CCCN(CCCNC(=O)c2nn(C)c3c2CS(=O)(=O)c2ccccc2-3)C1 (centres undefined)	0%	0.3%	x	x	-1.1	60	18%	-7%	x	x	0.1%	6%
Cc1ccc(C)c(NC(=O)CCn2cnnn2)c1	2%	0.7%	-22	-11	-0.3	89	6%	-4%	i	-16	1.2%	-4%
COc1ccc(S(=O)(=O)N2CCOCC2)cc1Cl	-3%	1.1%	0	-5	-0.6	71	10%	2%	i	14	0.1%	-3%
O=C(CSc1nnc(-c2ccc(F)cc2)o1)NC1CCCCC1	-5%	2.9%	11	4	0.4	30	1%	-6%	i	-12	-0.1%	-10%
Cc1ccc(C2=NCN(c3ccc(C(=O)O)cc3)C(=S)N2)cc1	x	0.2%	-5	-9	0.0	86	-5%	1%	i	-4	x	10%
CCOc1ccc(Nc2nc3ccccc3c(=O)s2)cc1	4%	-0.2%	x	x	0.5	56	3%	-7%	x	x	0.0%	-7%
CCOC(=O)c1ccc(Nc2cc(C)nc(C)c2C(=O)OCC)cc1	-1%	2.0%	9	9	1.3	41	-11%	-5%	i	-5	0.2%	4%
COc1cc2c(cc1OC)/C(=C/c1ccc(Br)cc1)C(=O)OC2	-6%	-0.6%	46	40	3.0	50	-7%	2%	i	15	9.4%	9%
CC1(C(=O)NCc2ccc(F)cc2)Oc2ccccc2NC1=O (centres undefined)	0%	1.1%	-6	2	0.2	50	-4%	-8%	i	3	1.4%	-4%
O=C1C=C(Nc2ccccc2)C(=O)c2ccccc21	-3%	1.3%	64*	51*	-0.1	93	17%	2%	i	-5	-0.4%	u
Cc1ccc(Sc2ncccc2C(=O)NCc2cc([N+](=O)[O-])ccc2O)c(C)c1	-1%	4.5%	x	x	0.6	49	-5%	-4%	x	x	i	8%
C=CCC(=O)OCC(=O)Nc1ccc(Oc2ccccc2)cc1	x	x	-6	-25	x	x	20%	4%	i	-9	x	4%
Cc1nn(-c2ccccc2)c2nc(-c3ccco3)cc(C(=O)O)c12	41%	1.8%	-4	-1	-0.3	30	22%	-3%	i	12	-1.1%	35%
COc1ccc(-n2c(O)c(/C=N/NS(=O)(=O)c3cccc([N+](=O)[O-])c3)c3ccccc3c2=O)cc1OC	x	-1.3%	-5	-8	-0.7	71	4%	-8%	i	11	4.6%	18%
O=C(Cn1nnc(-c2ccc(Cl)cc2)n1)NC1CC2CCC1C2 (centres undefined)	3%	-1.2%	0	1	-4.3	64	10%	-8%	i	18	0.3%	3%
OCC1(Cc2ccccc2)CCCN(Cc2cnn(-c3ccccc3)c2)C1 (centres undefined)	2%	0.0%	12	-15	1.0	39	-1%	-5%	i	7	-1.5%	-8%
Cc1ccc(C)n1-c1ccc2c(c1)COC2=O	x	0.7%	-1	-3	-0.1	69	10%	-14%	i	12	x	-13%
O=C(c1nn(Cc2ccccc2)c(=O)c2ccccc12)N1CCc2ccccc2C1	0%	8.1%	21	14	2.3	39	1%	-3%	i	5	1.6%	12%
Clc1ccc(C(c2nnnn2C2CCCCC2)N(Cc2cccnc2)Cc2ccco2)cc1 (centres undefined)	-5%	x	70*	2.9*	x	x	-11%	-3%	i	-11	0.6%	4%
COc1cc(C(=O)Nc2ccc([N+](=O)[O-])cn2)cc(OC)c1OC	3%	2.3%	-9	5	1.7	33	-11%	8%	i	11	0.6%[50 µM]	3%
Nc1ccc(S(=O)(=O)Nc2ccccn2)cc1	1%	0.7%	-9	-12	0.2	68	10%	-3%	i	3	4.0%	2%
COc1ccc(OC(C)C(=O)Nc2cccc([N+](=O)[O-])c2)cc1 (centres undefined)	-6%	2.0%	-9	-18	-1.7	64	-11%	-7%	i	5	4.7%[50 µM]	-2%
COc1ccccc1C(=O)O/N=C1/CCCc2c1ccc(OC)c2[N+](=O)[O-]	7%	7.7%	13	-6	4.4	48	15%	-3%	i	1	0.3%	3%
O=C(O)CC12CC3CC(C1)CC(n1cncn1)(C3)C2	-5%	2.8%	-3	1	-0.1	88	-16%	-2%	i	2	2.6%	8%

The closing 2 compounds of the part before open the next one.
SMILES	NS5 inhibitors	RSV CPE inhibition	WT yeast gro inh	WT yeast gro inh mutant strain	NTR1 ag	NTR1 ag cell count 20 µM	GPR35 antagonists	LYP phosphatase	Autophagy HCS	Autophagy HCS cell loss 18 h	K1F lysis inhibition	AID2073	others
COc1ccccc1C(=O)O/N=C1/CCCc2c1ccc(OC)c2[N+](=O)[O-]	7%	7.7%	13	-6	4.4	48	15%	-3%	i	1	0.3%	3%
O=C(O)CC12CC3CC(C1)CC(n1cncn1)(C3)C2	-5%	2.8%	-3	1	-0.1	88	-16%	-2%	i	2	2.6%	8%
CCCC12CN3CC(C)(CN(C1)C31CCCCC1)C2=O	-1%	1.2%	-32	-78	1.1	46	-2%	-9%	i	24	0.1%	-9%
COc1ccc(C(=O)N/C(=C/c2cccs2)C(=O)NCCCn2ccnc2)cc1OC	-2%	-1.2%	0	-5	0.0	84	12%	-5%	i	-12	8.6%	1%
Cc1ccc(/C=C/C(=O)NCCc2cccc(Cl)c2)o1	14%	1.9%	x	x	0.0	56	15%	-3%	x	x	0.0%	24%
CCC1Oc2ccccc2N(CC(=O)NCc2ccco2)C1=O (centres undefined)	-6%	-0.2%	-7	-7	0.5	32	19%	-7%	i	-11	-0.1%	6%
COC(=O)c1ccc(/C=C/C(=O)c2cccc(OC)c2)cc1	-9%	6.0%	14	-13	32	55	-10%	-3%	i	6	2.1%	3%
CCOC(=O)c1[nH]c2ccc(F)cc2c1NC(=O)CCN1CCOCC1	-6%	1.8%	-20	-18	0.9	84	2%	-2%	i	-18	0.0%	2%
COc1ccc(C(=O)N2CCCc3ccccc32)cc1Br	1%	4.8%	x	x	2.4	57	12%	-10%	x	x	0.1%	-2%
